Screens deposited in PubChem by several laboratories.
sdo1 growth = restores growth of sdo1-depleted yeast; S. cerevisiae sdo1-depleted JHY4D growth rescue, OD600 30 h; hits give high values; pdr5 snq2 efflux-pump mutant strain; z-score at 10 µM; hit rate 0.21% among 140,000; AID 817;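 active = z-score above 3 at both the 24 hr and the 30 hr optical density reads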;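 also: z-score against mean and SD of all compound wells on the same plate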
INS promoter inh = TRM-6 insulin promoter activity inhibition; TRM-6 cells (human fetal islet line), insulin promoter-eGFP reporter, imaging; reporter expression induced with tamoxifen; inhibition, % at 2 µM; hit rate 0.9% among 130,000; AID 1273;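 active = inhibition above the mean plus 3 SD, with well images judged a real hit on visual review, cut at about 60% in these data, passing the limit was not always enough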
sdo1 growth Rescue 24 h = also measured in sdo1 growth; calls as there; z-score; S. cerevisiae sdo1-depleted JHY4D growth rescue, OD600; measured here: growth rescue at 24 h;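 0 is the plate mean of compound wells and units are plate SD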
The depositor's hits bear a star. A portion of the library; rates above refer to the full screens.

What do the screens show for `O=C(O)CSc1nnc(C2CC2)n1-c1ccccc1`?
sdo1 growth: -0.17; INS promoter inh: -31.2; sdo1 growth Rescue 24 h: -0.56

What do the screens show for `O=[N+]([O-])c1ccc(N2CCN(CCO)CC2)cc1NCc1ccco1`?
sdo1 growth: 1.63; INS promoter inh: -66.7; sdo1 growth Rescue 24 h: 1.79

What do the screens show for `CC(C)(C)n1nc2c(c1NC(=O)c1ccc(S(=O)(=O)N3CCCC3)cc1)CSC2`?
sdo1 growth: 1.87; INS promoter inh: 46.4; sdo1 growth Rescue 24 h: 1.43

Results for CCOc1ccc(NC(=O)Cc2cccc3ccccc23)c([N+](=O)[O-])c1 ?
sdo1 growth: -1.37; INS promoter inh: 20.0; sdo1 growth Rescue 24 h: -0.49

How did Cc1ccc(S(=O)(=O)N2CCNC(=O)CC2)cc1 do in these assays?
INS promoter inh: 40.0

How did CC1(C)Cc2c(sc3nc(N/N=C/c4ccccc4)[nH]c(=O)c23)CO1 do in these assays?
sdo1 growth: -1.64; INS promoter inh: -66.7; sdo1 growth Rescue 24 h: -0.43

What do the screens show for `CN1CCN(C2=C(Cl)C(=O)N(C3CCCCC3)C2=O)CC1`?
sdo1 growth: -0.07; sdo1 growth Rescue 24 h: -0.68

How did COc1ccc2c(-c3ccccc3)cc(=O)[nH]c2c1 do in these assays?
sdo1 growth: -1.13; INS promoter inh: -13.3; sdo1 growth Rescue 24 h: -0.18

How did COc1ccc(-c2ccnc3nc(-n4cccc4)nn23)cc1 do in these assays?
sdo1 growth: -0.75; INS promoter inh: -34.8; sdo1 growth Rescue 24 h: 0.08

How did Cn1c(=O)c2c3c(sc2n2c(SCc4ccccc4)nnc12)CCCC3 do in these assays?
sdo1 growth: -1.16; INS promoter inh: -6.2; sdo1 growth Rescue 24 h: -0.57

Results for COc1ccc(-c2cn3cc(Br)cnc3n2)cc1 ?
INS promoter inh: 27.8

How did CC1CCCC(C)N1S(=O)(=O)c1ccc(NC(=O)CCn2cnc3ccccc3c2=O)cc1 (configuration not stated) do in these assays?
sdo1 growth: -0.58; INS promoter inh: -21.1; sdo1 growth Rescue 24 h: -1.05

How did CN(C)S(=O)(=O)c1ccc(NC(=O)c2c(F)cccc2Cl)cc1 do in these assays?
sdo1 growth: 0.18; INS promoter inh: 25.6; sdo1 growth Rescue 24 h: -0.6

What do the screens show for `CC(C)CN(C)C(=O)CC1C(=O)NCCN1C` (configuration not stated)?
INS promoter inh: 33.3

How did COc1cccc(-c2nn(-c3ccccc3)cc2C(=O)O)c1 do in these assays?
sdo1 growth: 0.23; INS promoter inh: 15.4; sdo1 growth Rescue 24 h: 0.09

Grouped by structure: the entries above containing a Cl atom (2)
What do the screens show for `CN1CCN(C2=C(Cl)C(=O)N(C3CCCCC3)C2=O)CC1`?
sdo1 growth: -0.07; sdo1 growth Rescue 24 h: -0.68

How did CN(C)S(=O)(=O)c1ccc(NC(=O)c2c(F)cccc2Cl)cc1 do in these assays?
sdo1 growth: 0.18; INS promoter inh: 25.6; sdo1 growth Rescue 24 h: -0.6

Gathered by group, those above with a thiophene ring, fused or not.
How did CC1(C)Cc2c(sc3nc(N/N=C/c4ccccc4)[nH]c(=O)c23)CO1 do in these assays?
sdo1 growth: -1.64; INS promoter inh: -66.7; sdo1 growth Rescue 24 h: -0.43

How did Cn1c(=O)c2c3c(sc2n2c(SCc4ccccc4)nnc12)CCCC3 do in these assays?
sdo1 growth: -1.16; INS promoter inh: -6.2; sdo1 growth Rescue 24 h: -0.57

Additional entries follow.
What do the screens show for `COc1ccc(C(=O)Oc2ccc3c(c2)OCO3)cc1OC`?
sdo1 growth: -0.56; sdo1 growth Rescue 24 h: -0.32

How did COc1ccccc1/C=C/C(C)=O do in these assays?
sdo1 growth: -0.26; INS promoter inh: 23.1; sdo1 growth Rescue 24 h: -0.05

Results for S=C1NC2=C(C(c3ccc(Br)cc3)N1)N1CCC2CC1 (configuration not stated) ?
sdo1 growth: 0.22; INS promoter inh: 20.0; sdo1 growth Rescue 24 h: 0.64

What do the screens show for `CCc1nnc(NC(=O)c2cc(-c3ccccc3)nn2-c2ccccc2)s1`?
sdo1 growth: -1.48; INS promoter inh: -27.9; sdo1 growth Rescue 24 h: 0.07

What do the screens show for `COCCn1c(C)cc(C(=O)CSc2nncn2-c2ccccc2)c1C`?
sdo1 growth: 0.74; sdo1 growth Rescue 24 h: -0.72

How did CCN(CC)S(=O)(=O)c1ccc(NC(=O)Cn2cnc3ccccc3c2=O)cc1 do in these assays?
sdo1 growth: 0.23; INS promoter inh: 62.5; sdo1 growth Rescue 24 h: 0.03

Results for Cc1ccc(-n2c(O)c(C=Nc3ccc4c(c3)OCO4)c3ccccc3c2=O)cc1C ?
sdo1 growth: 0.15; sdo1 growth Rescue 24 h: 1.75

Results for COc1ccc(NC(=O)c2cccnc2C(=O)O)c(OC)c1 ?
sdo1 growth: 0.5; INS promoter inh: 33.3; sdo1 growth Rescue 24 h: 1.55

What do the screens show for `COCCN(CCOC)C(=S)Nc1ccccc1Cl`?
INS promoter inh: 33.3

Results for O=C(CN1C(=O)c2cccc3cccc(c23)C1=O)N1CCOCC1 ?
INS promoter inh: 7.7

How did O=C(CNC(=O)c1ccccc1)N/N=C/c1cn[nH]c1-c1ccccc1 do in these assays?
sdo1 growth: 0.61; INS promoter inh: -12.5; sdo1 growth Rescue 24 h: 0.49

How did Cn1c(=O)oc2cc(S(=O)(=O)N3CCCC(C(=O)N4CCc5ccccc5C4)C3)ccc21 (configuration not stated) do in these assays?
sdo1 growth: -1.87; sdo1 growth Rescue 24 h: -1.45

How did COc1ccc2c(CCNC(=O)c3ccc([N+](=O)[O-])cc3)c[nH]c2c1 do in these assays?
INS promoter inh: 45.5

How did O=c1ccc2ccccc2o1 do in these assays?
sdo1 growth: 1.21; INS promoter inh: -68.2; sdo1 growth Rescue 24 h: 0.51

Results for CCOC(=O)c1cc2c(nc1NC(=S)Nc1ccccc1)CC(C)(CC)OC2 (configuration not stated) ?
sdo1 growth: 0.95; INS promoter inh: 14.3; sdo1 growth Rescue 24 h: 1.08

Compounds from the list above containing a COOH group, in the order listed:
What do the screens show for `O=C(O)CSc1nnc(C2CC2)n1-c1ccccc1`?
sdo1 growth: -0.17; INS promoter inh: -31.2; sdo1 growth Rescue 24 h: -0.56

How did COc1cccc(-c2nn(-c3ccccc3)cc2C(=O)O)c1 do in these assays?
sdo1 growth: 0.23; INS promoter inh: 15.4; sdo1 growth Rescue 24 h: 0.09

Results for COc1ccc(NC(=O)c2cccnc2C(=O)O)c(OC)c1 ?
sdo1 growth: 0.5; INS promoter inh: 33.3; sdo1 growth Rescue 24 h: 1.55

More structures follow.
What do the screens show for `CC(Oc1cc(C(F)(F)F)cc(C(F)(F)F)c1)C(=O)NC(N)=O` (configuration not stated)?
sdo1 growth: -0.48; INS promoter inh: -24.2; sdo1 growth Rescue 24 h: -1.37

Results for CCN(CC)CCN=C1CCCc2ccccc2N1 ?
sdo1 growth: 0.5; INS promoter inh: -27.3; sdo1 growth Rescue 24 h: 0.08

Results for CCOC(=O)CSc1ccc(S(=O)(=O)N2CCCCC2)cc1[N+](=O)[O-] ?
sdo1 growth: 0.11; INS promoter inh: 50.0; sdo1 growth Rescue 24 h: 0.25

How did COC(=O)c1ccccc1NC(=O)c1cc(-c2ccc(O)cc2)on1 do in these assays?
sdo1 growth: -0.65; sdo1 growth Rescue 24 h: 0.47

Results for CCC(C)(C)n1nnnc1CN(Cc1ccco1)Cc1cc2cc3c(cc2[nH]c1=O)OCO3 ?
sdo1 growth: -0.85; INS promoter inh: -66.7; sdo1 growth Rescue 24 h: -0.98

How did O=C1/C(=C/c2ccco2)CCc2ccccc21 do in these assays?
sdo1 growth: -0.16; INS promoter inh: 0.0; sdo1 growth Rescue 24 h: -1.29

Results for Cc1ccccc1NS(=O)(=O)c1cc(C(=O)NCCC2=CCCCC2)ccc1Cl ?
sdo1 growth: -1.47; sdo1 growth Rescue 24 h: -1.38

What do the screens show for `CCc1cc2c(=O)n3c(nc2s1)-c1[nH]c2ccc(OC)cc2c1CC3`?
sdo1 growth: -0.82; INS promoter inh: 69.0; sdo1 growth Rescue 24 h: -0.24

How did Cc1noc(/C=C/c2ccco2)c1S(=O)(=O)N1CCC(C(=O)NC(C)c2ccccc2)CC1 (configuration not stated) do in these assays?
sdo1 growth: -0.57; sdo1 growth Rescue 24 h: 0.25

What do the screens show for `Cc1ccc(OCC(=O)NNC(=O)C2CCN(c3ncccn3)CC2)cc1`?
sdo1 growth: 0.69; INS promoter inh: 6.7; sdo1 growth Rescue 24 h: 0.08

How did Cc1cc2nnc(SCC(=O)NCc3cccs3)n2c(N)n1 do in these assays?
sdo1 growth: 0.91; INS promoter inh: -19.4; sdo1 growth Rescue 24 h: 0.53

Results for COC(=O)CCC(=O)Nc1ccccc1C(=O)Nc1ccccc1 ?
sdo1 growth: 1.61; INS promoter inh: 11.4; sdo1 growth Rescue 24 h: 1.85

How did CCOC(=O)c1c(NC(=O)COc2ncnc3sccc23)sc2c1CCC2 do in these assays?
sdo1 growth: -0.92; sdo1 growth Rescue 24 h: -0.47

Results for CC(=O)Nc1ccc(S(=O)(=O)NCc2cn3ccsc3n2)cc1 ?
sdo1 growth: -0.54; INS promoter inh: -21.1; sdo1 growth Rescue 24 h: -0.41

Results for O=C(COC(=O)CCc1c[nH]c2ccccc12)Nc1cc([N+](=O)[O-])ccc1Cl ?
sdo1 growth: 0.15; sdo1 growth Rescue 24 h: -0.13

How did Nc1[nH]ncc1C(=O)Nc1cccc(C(F)(F)F)c1 do in these assays?
sdo1 growth: 0.94; INS promoter inh: -21.4; sdo1 growth Rescue 24 h: 0.5

Results for Cc1ccc(NCN2C(=O)c3ccccc3C2=O)c(C)c1 ?
sdo1 growth: 1.53; INS promoter inh: -22.9; sdo1 growth Rescue 24 h: 1.75

What do the screens show for `CCOC(=O)c1c(C)nc(-c2ccccc2)nc1NC(C)=O`?
sdo1 growth: -0.57; INS promoter inh: -21.2; sdo1 growth Rescue 24 h: -0.31

Results for O=S(=O)(O)c1nc2ccccc2n1Cc1ccc(Cl)cc1Cl ?
sdo1 growth: 0.13; sdo1 growth Rescue 24 h: 0.25

What do the screens show for `COC(=O)c1cc(NC(=O)CC2C(=O)NCCN2C(=O)c2ccccc2)cc(C(=O)OC)c1` (configuration not stated)?
sdo1 growth: 0.52; INS promoter inh: 5.4; sdo1 growth Rescue 24 h: 0.5

How did c1csc(-c2ccc3ccccc3n2)c1 do in these assays?
sdo1 growth: 0.33; sdo1 growth Rescue 24 h: -0.15

What do the screens show for `COC(=O)CCSCC(=O)Nc1cc(C)on1`?
sdo1 growth: 1.38; sdo1 growth Rescue 24 h: 0.85

Results for Cc1cccc(-n2nnnc2SCC(=O)c2cc(C)n(CC3CCCO3)c2C)c1 (configuration not stated) ?
sdo1 growth: -0.64; INS promoter inh: 25.0; sdo1 growth Rescue 24 h: -0.73

What do the screens show for `CCNC(=O)C(=O)NCc1ccncc1`?
INS promoter inh: 16.7

How did CC(=O)NNC(=S)NC(=O)c1cccc([N+](=O)[O-])c1 do in these assays?
sdo1 growth: 0.37; INS promoter inh: -3.9; sdo1 growth Rescue 24 h: 0.03

How did N#CCSCC(=O)Nc1ccc(Br)cc1 do in these assays?
sdo1 growth: 0.83; INS promoter inh: 22.2; sdo1 growth Rescue 24 h: 0.94

Results for Cc1ccc(OCC(=O)Nc2ccc(O)c(C(=O)O)c2)cc1C ?
sdo1 growth: 0.94; INS promoter inh: 40.0; sdo1 growth Rescue 24 h: 0.63

What do the screens show for `Cc1cccc(OCC(O)CN2CCN(C3CCCCC3)CC2)c1` (configuration not stated)?
sdo1 growth: -0.26; INS promoter inh: -63.0; sdo1 growth Rescue 24 h: -0.83

What do the screens show for `COc1ccc(Cl)cc1NC(=O)CN(C)C(=O)CNC(=O)C12CC3CC(CC(C3)C1)C2`?
sdo1 growth: -0.55; INS promoter inh: 54.0; sdo1 growth Rescue 24 h: -0.51

What do the screens show for `Cc1ccc(S(=O)(=O)NC(CC(=O)n2nc(C)cc2C)c2ccccc2)cc1` (configuration not stated)?
sdo1 growth: -1.36; INS promoter inh: -76.8; sdo1 growth Rescue 24 h: -0.92

How did COc1ccc(C=O)cc1Cn1cnc2c(cnn2C)c1=O do in these assays?
INS promoter inh: 36.4

What do the screens show for `CCCn1nnnc1-c1ccc(Cl)cc1`?
sdo1 growth: 0.79; INS promoter inh: -4.3; sdo1 growth Rescue 24 h: 0.32

How did Cc1ccc(-n2ccnc2SCC(=O)O)c(C)c1 do in these assays?
sdo1 growth: 1.6; INS promoter inh: -2.7; sdo1 growth Rescue 24 h: 1.72

What do the screens show for `Cc1nnc(NC(=O)c2ccc(S(=O)(=O)N(C)Cc3ccccc3)cc2)o1`?
sdo1 growth: 0.82; INS promoter inh: 29.0; sdo1 growth Rescue 24 h: 1.08

How did CCCCN(C)C(=O)c1cc2cc3ccc(OC)cc3nc2s1 do in these assays?
sdo1 growth: 15.7*; INS promoter inh: 51.2; sdo1 growth Rescue 24 h: 10.7*

How did CC(C)(C)c1nc(CN2CCOCC2)cc(CN2CCOCC2)c1O do in these assays?
sdo1 growth: -0.34; sdo1 growth Rescue 24 h: -0.28

How did CCOc1ccccc1C(=O)OCC(=O)Nc1ccc(N2CCCCC2)cc1 do in these assays?
sdo1 growth: -0.98; INS promoter inh: -32.4; sdo1 growth Rescue 24 h: -1.21

What do the screens show for `CC/C(=N\NC(=O)c1cc(C)nc2ccccc12)c1ccc(C)s1`?
sdo1 growth: -0.32; INS promoter inh: -43.8; sdo1 growth Rescue 24 h: -0.47

Results for COc1ccccc1NC(=O)CN(Cc1ccco1)C(=O)c1ccc(-n2nc(C)cc2C)cc1 ?
sdo1 growth: 0.51; INS promoter inh: 21.4; sdo1 growth Rescue 24 h: 0.06

How did Cc1ccc(CS(=O)(=O)c2nsc(C)c2C#N)cc1 do in these assays?
INS promoter inh: -46.1
